Screening results: PubChem BioAssay, The Scripps Research Institute Molecular Screening Center
CHRM5 PAM: CHRM5 positive allosteric modulation | P08912 | CHO-K1 hM5, Fluo-8 calcium, ACh EC20 PAM; 0% = ACh EC20, 100% = ACh EC100 | activation, % at 3 µM | 0.3% of 360,000 active;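 active = activation above the run cutoff, the mean activation of all test compounds plus 3 SD, cut at about 18% in these data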
Target sequence (P08912 whole entry, looked up): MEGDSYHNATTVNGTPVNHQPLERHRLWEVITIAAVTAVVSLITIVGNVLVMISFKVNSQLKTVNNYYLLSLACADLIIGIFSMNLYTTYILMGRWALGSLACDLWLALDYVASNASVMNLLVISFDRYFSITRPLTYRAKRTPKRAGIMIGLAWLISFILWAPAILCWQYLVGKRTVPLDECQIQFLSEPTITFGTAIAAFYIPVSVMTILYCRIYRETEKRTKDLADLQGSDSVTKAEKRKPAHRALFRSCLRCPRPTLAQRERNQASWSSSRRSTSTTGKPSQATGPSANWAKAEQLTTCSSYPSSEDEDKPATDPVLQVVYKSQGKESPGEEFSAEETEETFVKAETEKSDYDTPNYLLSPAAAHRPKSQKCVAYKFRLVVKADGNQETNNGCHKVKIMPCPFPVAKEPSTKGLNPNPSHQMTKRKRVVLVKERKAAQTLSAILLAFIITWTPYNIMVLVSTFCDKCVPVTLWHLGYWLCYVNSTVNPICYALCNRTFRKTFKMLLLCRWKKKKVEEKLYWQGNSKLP
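Assay system: CHO-K1 hM5 cells. Also added: acetylcholine at EC20 concentration, added after compound. Dosing: 3 µM, single dose. Times: compound preincubation 140 s before EC20 acetylcholine addition. Signal: Fluo-8 calcium fluorescence. Measure: % activation relative to EC20 and EC100 ACh responses. Repeats: singlicate, one well per test compound.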
M1 PAM parental: M1 PAM counterscreen hit in parental CHO-K1 cells; ATP EC20, Fluo-8 calcium fluorescence; 0% at ATP EC20, 100% at ATP max; activation, % at 3 µM; 0.02% of 360,000 active; AID 602247;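 active = activation above the run cutoff, the mean activation of all test compounds plus 3 SD, cut at about 40% in these data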;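 note: peak over basal fluorescence ratio in a 140 s read after ATP addition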
M5 antag: CHRM5 antagonism in calcium assay | AID 624040 | inhibition, % at 3 µM | 0.59% of 360,000 active | CHO-hM5 cells, Fluo-8 calcium fluorescence, ACh EC80;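 active = inhibition above a per-plate cutoff, the mean of that plate's test compounds plus 3 SD, cut at about 27% in these data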;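 note: 0% = acetylcholine EC80 with DMSO and 100% = DMSO without agonist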
CHO-K1 Ca ag: M1 agonist counterscreen hit in parental CHO-K1 cells; activation, % at 3 µM; 0.48% of 360,000 active; Fluo-8 calcium fluorescence; scaled to maximal ATP response, vehicle zero; in the data active = activation above about 15%;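 note: untransfected CHO-K1 host cells lacking M1 receptor as counterscreen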
CHRM5 agonist: agonists of human muscarinic M5 receptor (CHRM5); P08912; CHO-K1 hM5 cells, Fluo-8 calcium fluorescence; 0% DMSO wells, 100% maximal acetylcholine response; activation, % at 3 µM; 0.19% of 360,000 active;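 active = activation above the run's mean over test compounds plus 3 SD, cut at about 23% in these data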;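 note: signal is peak over basal fluorescence ratio across the kinetic read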
M4 PAM: positive allosteric modulators of human muscarinic M4 receptor; P08173; CHO-K1 hM4/Gqi5, Fluo-8 calcium fluorescence, ACh EC20; 0% = ACh EC20, 100% = maximal ACh; activation, % at 3 µM; 0.4% of 360,000 active; AID 624126;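 active = activation above its plate's cutoff, the mean activation of sample wells plus 3 SD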; note: some results filed as inactive read as strong as hits
Target sequence (P08173 whole entry, looked up): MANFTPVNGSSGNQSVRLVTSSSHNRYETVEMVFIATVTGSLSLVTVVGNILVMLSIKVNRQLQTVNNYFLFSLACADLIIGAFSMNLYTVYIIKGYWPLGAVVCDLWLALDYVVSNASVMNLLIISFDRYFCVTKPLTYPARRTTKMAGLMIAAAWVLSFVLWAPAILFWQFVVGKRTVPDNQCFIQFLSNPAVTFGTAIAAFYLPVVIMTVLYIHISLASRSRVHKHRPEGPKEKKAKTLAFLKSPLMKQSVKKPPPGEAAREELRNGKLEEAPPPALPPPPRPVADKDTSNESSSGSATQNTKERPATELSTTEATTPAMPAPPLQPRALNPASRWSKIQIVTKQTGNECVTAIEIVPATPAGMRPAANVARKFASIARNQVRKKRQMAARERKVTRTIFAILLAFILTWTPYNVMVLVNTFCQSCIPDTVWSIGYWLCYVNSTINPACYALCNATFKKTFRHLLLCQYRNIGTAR
CHRM4 agonist: agonists of human muscarinic M4 receptor (CHRM4); 0.14% of 360,000 active; CHO-K1 hM4/Gqi5, Fluo-8 calcium fluorescence; vehicle 0%, full acetylcholine response 100%; AID 624127; activation, % at 3 µM;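 active = activation above the run mean over all test wells plus 3 SD, cut at about 32% in these data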;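 note: peak over basal fluorescence ratio per well then scaled between controls; 0% = DMSO wells and 100% = acetylcholine at EC100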
CHO-K1 Ca antag: counter-screen for M1 antagonists: effect in parental CHO-K1 cells. inhibition, % at 3 µM. 0.6% of 360,000 active. ATP-induced calcium, Fluo-8 fluorescence;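 active = inhibition above a per-plate cutoff, the plate's mean sample inhibition plus 3 SD, cut at about 24% in these data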;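 note: 0% = DMSO plus EC80 ATP and 100% = DMSO alone without ATP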
M4 antag: CHRM4 antagonism in calcium assay. 0.73% of 360,000 active. P08173. inhibition, % at 3 µM. CHO-hM4 cells, ACh EC80, Fluo-8 calcium fluorescence. AID 624125;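 active = inhibition above its plate's cutoff, the mean inhibition of sample wells plus 3 SD, cut at about 27% in these data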;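 note: 0% = acetylcholine EC80 with DMSO and 100% = DMSO without agonist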
Starred values were filed as active, the others as inactive.

SMILES	CHRM5 PAM	M1 PAM parental	M5 antag	CHO-K1 Ca ag	CHRM5 agonist	M4 PAM	CHRM4 agonist	CHO-K1 Ca antag	M4 antag
CS(=O)(=O)N1CCC(C(=O)Nc2ccccc2Br)CC1	-2	-2	8	0.5	1	0	1	-3	6
Cc1c(NC(=O)c2n[nH]c(=O)c3ccccc23)c(=O)n(-c2ccccc2)n1C	4	-2	-6	0.4	0	-6	1	4	9
COC(=O)Nc1ccc(S(=O)(=O)N2CCCC(C(=O)NC3CCS(=O)(=O)C3)C2)cc1 (centres undefined)	0	-9	-3	0.1	0	-3	0	5	6
COc1cc(C#N)ccc1OCC(=O)c1ccc2c(c1)OCCO2	0	24	7	0.8	-1	-5	2	-12	5
COC(=O)CC1COc2ccccc2N1S(=O)(=O)c1ccc(Br)cc1 (centres undefined)	-6	14	5	-1.1	-8	-6	-1	5	-14
Cc1nnsc1Sc1ccccc1C(=O)O	-2	12	-1	-0.4	-2	14	0	0	-3
Cc1ccccc1S(=O)(=O)Oc1cccc2c(O)cccc12	-6	15	18	0.7	-3	-7	0	5	9
C/C(Cl)=C\Cn1c(Nc2cccc(C)c2)nc2c1c(=O)n(C)c(=O)n2C	2	13	1	1.1	-1	1	-1	-22	2
CCN1CNC(=S)N(c2cccc(C)c2)C1	7	23	6	1.3	-1	3	3	-19	-1
Fc1ccccc1OCCCCSc1ncccn1	4	4	-4	0.1	-2	9	-2	4	9
COc1ccc(CCNC(=O)CN(c2ccccc2)S(C)(=O)=O)cc1	-2	11	11	5.7	-2	8	1	2	4
Cc1sc(NC(=O)CSC2=NCCS2)nc1-c1ccccc1	-3	6	0	0.5	-5	-3	2	1	2
CCNS(=O)(=O)c1ccc(CCC(=O)N2CCN(c3cccc(Cl)c3)CC2)cc1	-4	2	13	7.4	-4	-6	9	3	-4
CCOC(=O)C1(CCOC)CCN(Cc2ccccc2-c2ccco2)CC1	-4	8	0	-0.5	-4	-6	0	6	5
COC(=O)[C@@]1(Cc2ccc(F)cc2)[C@H]2c3cc(C(=O)N(C)C)n(Cc4ccsc4Br)c3C[C@H]2CN1C(=O)c1ccccc1	-3	19	4	0.9	2	-1	2	-12	4
CC1CC(C(F)F)n2nc(C(=O)Nc3sc4c(c3C#N)CCC(C(C)(C)C)C4)nc2N1 (centres undefined)	5	10	-11	-0.1	-3	3	1	-9	-3
CCC(C(=O)OCc1csc(CC(=O)Nc2ccccc2C)n1)c1ccccc1 (centres undefined)	-7	10	-1	1.5	-6	-8	9	-26	-13
CCOc1ccccc1N1CCN(C(=O)CCNS(=O)(=O)c2ccccc2F)CC1	0	22	-1	1.1	4	3	5	-4	2
CC1CC1C(=O)OCC(=O)NC(=O)c1ccc(C(C)(C)C)cc1 (centres undefined)	10	13	0	-0.5	2	8	-1	-7	-7
COc1ccnc2c1c(=O)n(Cc1c(F)cccc1Cl)c(=O)n2C	2	18	-1	2.0	-1	3	1	-19	1

The list goes on; it opens with the 2 that closed the last part.
SMILES	CHRM5 PAM	M1 PAM parental	M5 antag	CHO-K1 Ca ag	CHRM5 agonist	M4 PAM	CHRM4 agonist	CHO-K1 Ca antag	M4 antag
CC1CC1C(=O)OCC(=O)NC(=O)c1ccc(C(C)(C)C)cc1 (centres undefined)	10	13	0	-0.5	2	8	-1	-7	-7
COc1ccnc2c1c(=O)n(Cc1c(F)cccc1Cl)c(=O)n2C	2	18	-1	2.0	-1	3	1	-19	1
C=CCNc1nc(Cl)nc(Nc2ccc(OC)cc2OC)n1	-9	17	7	0.3	-4	1	0	6	2
COC(=O)c1ccccc1NC(=O)CCc1ccccc1	-8	-12	8	-0.2	-3	2	-2	24*	3
COc1ccccc1-n1c(C)cc(/C=C2\C(=N)N3N=C(CC(=O)N4CCOCC4)SC3=NC2=O)c1C	6	-5	-10	0.9	-3	-2	1	-8	-12
CCC(Oc1ccccc1F)C(=O)NCCN1CCOCC1 (centres undefined)	-1	11	1	0.8	-3	3	1	-8	-5
CCOC(=O)C1CCCN(C(=O)c2ccc3c(c2)OCCO3)C1 (centres undefined)	1	5	3	1.1	-1	4	1	-4	8
CN1CCN(S(=O)(=O)c2ccc(N3CCN(S(=O)(=O)/C=C/c4ccccc4)CC3)nc2)CC1	-16	15	-6	0.5	-12	-14	2	-8	30*
COc1cc(OC)cc(C2=NC3(CCC(C)CC3)NC2=S)c1 (centres undefined)	1	14	3	0.6	-8	5	-2	-12	-3
COC(=O)c1cc(C(=O)c2ccc(Cl)cc2Cl)cn1C	-4	17	3	0.8	-3	-2	-2	-7	-4
COC(=O)c1ccc(N2CCN(S(=O)(=O)c3ccc(Br)cc3)CC2)c([N+](=O)[O-])c1	10	15	-4	0.2	-5	5	1	-12	7
CN(CC(=O)Nc1ccccc1Cl)C(=O)COC(=O)/C=C/c1ccccc1	-2	-20	-1	0.8	-2	9	2	-6	5
Cc1cc(C)c(S(=O)(=O)N2CCC(C(=O)NCc3ccc(Cl)cc3Cl)CC2)c(C)c1	-1	8	0	1.5	-1	15	0	14	-25
O=C(NC(=S)Nc1ccc2oc(-c3ccncc3)nc2c1)c1ccccc1F	6	22	-5	1.1	-1	4	3	-9	-3
Cc1cc(C)nc(SCc2ccc(C(=O)N/N=C/c3cccc(O)c3O)cc2)n1	-4	15	1	4.4	14	-4	7	-12	0
COC(=O)c1cccc(NS(=O)(=O)c2ccc(OC)c(C(=O)N3CCOCC3)c2)c1C	-1	11	14	0.8	-2	-5	-1	-7	15
O=S(=O)(c1ccccc1Cl)N1CCCC(c2nc(-c3cccnc3)no2)C1 (centres undefined)	-2	19	-4	5.6	1	4	8	-22	-4
Cc1ccccc1C(=O)c1cccn1CC(=O)NCCC1=CCCCC1	11	12	1	0.2	-4	1	0	-11	2
CCCn1c(=N)n(CC(=O)c2ccc(OCC(=O)OC)cc2)c2ccccc21	7	-16	1	0.4	-17	-3	2	0	6
COC(=O)c1nn(-c2cccc(C(F)(F)F)c2)ccc1=O	5	13	7	-0.2	1	-3	0	-4	-1
COc1ccccc1C(=O)NNS(=O)(=O)c1ccc(F)cc1	-1	9	10	0.7	-2	-6	0	-5	3
COc1ccc(C(=O)c2c(-c3ccc(OC)cc3)oc3ccc(-c4cc(OC)c(OC)c(OC)c4)cc23)cc1	0	-10	13	0.0	5	-4	2	-10	3
Cc1ccccc1-c1nc2ccccc2[nH]1	0	21	6	-0.1	0	-4	0	15	1
COc1ccccc1N1C(=O)C2C3C=CC(C3)C2C1=O (centres undefined)	8	23	-9	0.4	0	12	1	-8	-8
O=[N+]([O-])c1cccc2ccc(/C=C/c3ccc(F)cc3)nc12	-7	-1	3	-0.3	-4	19	-1	-2	-5
O=C(CCOc1ccccc1)Nc1ccccc1F	-2	12	3	-0.4	-1	5	0	-8	-22
CCC1=C(OC(=O)N(CC)CC)N2C(=O)OC(=NCCc3c[nH]c4ccccc34)[C@]2(Cc2ccccc2)[C@H]2C1=CC[C@H]1C(=O)N(C)C(=O)[C@H]12	-5	-8	12	-0.4	1	3	3	-6	3
CCN1C(=O)[C@H]2[C@@H](c3ccc(C)cc3)N3C(=O)N(c4cccc(Br)c4)C(=O)[C@@]3(C)[C@H]2C1=O	7	9	3	0.1	2	5	2	-4	2
COc1ccc(Oc2coc3cc(OC(=O)c4cncc(Br)c4)ccc3c2=O)cc1	1	8	6	0.4	-5	-1	1	-3	-5
NC(=O)c1ccccc1OCc1nc2ccccc2s1	-7	-9	23	2.3	0	-5	4	-6	-1
O=C(NCCO)/C(=C\c1cccs1)NC(=O)c1cccs1	-3	12	-3	0.5	-2	1	0	-12	2
CN1CCN(C(=O)Nc2ccc([N+](=O)[O-])cc2)CC1	-2	3	9	0.3	-1	-1	1	-12	-1
CC(C)[C@H](NC(=O)c1c(F)cccc1F)C(=O)OCC(=O)NC(=O)NC1CCCC1	-1	11	2	1.2	-2	-4	1	-2	-1
CCC1CCCCN1C(=O)CSc1nnc(CNC(=O)c2c(F)cccc2Cl)o1 (centres undefined)	4	-1	-1	0.9	1	-4	1	3	0
CC(=O)N1CCOc2ccc(S(=O)(=O)N3CCC(C(=O)Nc4ccc(C)cc4)CC3)cc21	-3	16	8	1.4	-2	0	3	2	10
CCc1nn2c(N3CCOCC3)cc(C)nc2c1-c1ccc(F)cc1	4	14	-5	-0.4	-6	13	0	-9	-13
CCN(C(=O)CN1CCN(S(=O)(=O)c2ccccc2C(F)(F)F)CC1)c1c(N)n(Cc2ccccc2)c(=O)[nH]c1=O	-2	6	8	0.3	0	1	1	1	10
COC(=O)CCCC1=CC2=C(c3ccccc3)C(=O)C(C)(OC(=O)C3CCCC3)C(=O)C2=CN1CCCCO (centres undefined)	3	19	3	0.3	1	0	0	-17	1
CCCS(=O)(=O)NC(=O)C1(C)CCCN(C(=O)c2cc(C)n(C(C)(C)C)n2)C1 (centres undefined)	-5	7	3	0.0	1	-1	1	6	-2
COc1ccc(C(CC(=O)NCC(OC)OC)NS(=O)(=O)c2ccc(Cl)cc2)cc1 (centres undefined)	3	18	6	0.1	0	-2	1	-8	-6
COCCNC(=O)C1CCCN(C(=O)/C=C/c2ccccc2)CC1 (centres undefined)	-4	6	8	0.0	1	1	1	-6	2
O=C(CN(CC1CCCO1)C(=O)CNS(=O)(=O)c1ccc(F)cc1)NCC1CCCO1 (centres undefined)	-4	3	8	2.4	-2	-3	-1	-13	5

4 compounds from above with just CHO-K1 Ca ag.
structure | CHO-K1 Ca ag
CCC1CCCCN1C(=O)CSc1nnc(CNC(=O)c2c(F)cccc2Cl)o1 (centres undefined) | 0.9
NC(=O)c1ccccc1OCc1nc2ccccc2s1 | 2.3
O=C(CCOc1ccccc1)Nc1ccccc1F | -0.4
CN1CCN(C(=O)Nc2ccc([N+](=O)[O-])cc2)CC1 | 0.3

The results go on.
SMILES	CHRM5 PAM	M1 PAM parental	M5 antag	CHO-K1 Ca ag	CHRM5 agonist	M4 PAM	CHRM4 agonist	CHO-K1 Ca antag	M4 antag
Cc1ccc(C)c(C(=O)COC(=O)CNS(=O)(=O)c2ccccc2)c1	7	0	-4	3.5	4	-4	2	-3	5
O=C(N/N=C/c1c[nH]c2ccccc12)c1ccc(Cl)cc1	-4	13	18	0.1	-3	-6	1	3	5
CC1CCN(CC(=O)Nc2ccc3c(c2)OCO3)CC1	3	5	-2	17*	-1	1	0	3	-4
COc1ccc(/C=C2\CN(Cc3ccccc3)C/C(=C\c3ccc(OC)cc3)C2=O)cc1	-2	1	-4	0.3	2	0	1	4	-9
CC(C)C[C@H](N)c1cn([C@@H](CCCCN)C(=O)N2CCNCC2)nn1	13	-16	-5	-0.5	1	-3	0	15	9
CSCC[C@H](NC(=O)OC(C)(C)C)C(=O)NCC1CCC(C(=O)N[C@@H](Cc2ccccc2)C(=O)O)CC1 (some centres undefined)	-3	-3	-2	-0.3	-4	-1	0	-8	-3
Cc1cccc(OCCCC(=O)O)c1	2	14	-2	0.0	-3	5	1	-8	-2
CCOC(=O)NC(=O)COC(=O)c1cccc2ccccc12	0	10	4	0.2	-11	-6	1	-15	-16
O=C(Cn1cccc(C(F)(F)F)c1=O)c1ccc(Cl)cc1	-1	12	2	0.5	1	0	0	0	-9
CC(C)OCCCNC(=O)CCSc1ccc(Cl)cc1	-5	0	7	0.0	1	-1	2	-6	3
O=C(O)CSc1nc2ccccc2n1Cc1ccccc1	-3	-7	6	-0.2	-2	1	1	-1	-6
